Screening data: PubChem BioAssay, National Center for Advancing Translational Sciences (NCATS)
Gal4-VP16 FLuc = Gal4-VP16 reporter inhibition counter-screen. Drosophila S2 Gal4-VP16 UAS-luciferase, luminescence, 20 h. Potency, µM (highest dose often 53.6 µM), inactives show at the highest dose activity, negative = inhibition, hits mostly inhibitors. actives 3.5% (n = 310,000). AID 2546;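 also: Gal4-VP16 expression switched on by copper sulfate through the metallothionein promoter; potency is read from the fitted curve at half-maximal effect; % is scaled to controls: 0 for no effect and ±100 for the full control effect; nearly all actives have a fitted effect of over 50% in size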
Tb PFK inh = inhibitors of T. brucei phosphofructokinase; O15648; T. brucei PFK, ADP-Glo luminescence; Potency, µM (titrated, usually from 57.5 µM), inactives show at the highest dose activity, negative = inhibition, most hits filed as inhibitors; actives 0.17% (n = 330,000); AID 485367;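 also: potency is read from the fitted curve at half-maximal effect; 0% = uninhibited 1x PFK enzyme wells and -100% = no-enzyme wells; nearly all actives have a fitted effect of over 60% in size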
Target sequence (O15648 whole entry, looked up): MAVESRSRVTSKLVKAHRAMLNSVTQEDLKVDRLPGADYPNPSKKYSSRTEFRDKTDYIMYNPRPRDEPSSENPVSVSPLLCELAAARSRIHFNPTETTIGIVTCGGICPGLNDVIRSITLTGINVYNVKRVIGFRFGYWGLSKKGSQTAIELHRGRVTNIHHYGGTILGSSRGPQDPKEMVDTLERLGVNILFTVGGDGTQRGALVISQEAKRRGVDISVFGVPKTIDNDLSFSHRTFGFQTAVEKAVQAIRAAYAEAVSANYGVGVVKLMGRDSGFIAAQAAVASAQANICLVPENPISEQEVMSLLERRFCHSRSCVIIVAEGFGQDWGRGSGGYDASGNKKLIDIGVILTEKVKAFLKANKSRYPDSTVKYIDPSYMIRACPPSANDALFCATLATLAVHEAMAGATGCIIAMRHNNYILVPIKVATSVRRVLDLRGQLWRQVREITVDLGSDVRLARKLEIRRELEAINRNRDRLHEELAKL
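In TEA buffer at pH 8.0 with 5 mM MgCl2, enzyme (1.25 nM) converted F6P (0.5 mM) and ATP (0.1 mM) for 45 min at room temperature. ADP product was read by luciferase luminescence.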
FLuc counter = inhibits or activates purified firefly luciferase, miR-21 counter-screen; P08659; purified FLuc, Km substrates, luminescence inhibition; Potency, µM (highest dose often 57.5 µM), without a hit: at the highest dose activity change, negative = inhibition, usual class: inhibitors; actives 6.9% (n = 360,000); AID 588342;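 also: potency is read from the fitted curve at half-maximal effect; plate controls were vehicle for no effect and reference inhibitor for full effect; nearly all actives have a fitted effect of over 55% in size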
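Purified P. pyralis luciferase (10nM final) with 10uM D-luciferin and 10uM ATP (Km levels) in 50mM Tris acetate pH 7.5, 10mM Mg acetate, 0.01% Tween-20, 0.05% BSA; qHTS 6-point titration, ~60 µM downward; luminescence read.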
p53 reactivator = mutant p53 re-activation in reporter cells. H1299 p53-A138V BP100-luciferase reporter, luminescence, 24 h. Potency, µM (series often up to 92.2 µM), inactives show at the top dose activity change, positive = activation, hits mostly activators. actives 0.063% (n = 320,000); also: potency is read from the fitted curve at half-maximal effect; % of control where 0% means no effect; nearly all actives have a fitted effect of over 45% in size
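p53-null H1299 cells stably carrying temperature-sensitive p53-A138V and a BP100-luciferase reporter were pinned with compounds (4-point, 1:5 series) and held 24 hrs at 37 deg C. Luminescence was read 10 min after detection reagent.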
ELG1 DNA repair = blocks ELG1-dependent DNA repair in HEK293T cells | HEK293T ELG1-luciferase reporter, luminescence, 16 h; DNA damage induced by 5-fluorouridine | Potency, µM (highest dose often 46.1 µM), for the others: top-dose activity change, negative = inhibition, hits mostly inhibitors | actives 2.3% (n = 330,000); also: potency is read from the fitted curve at half-maximal effect; % is scaled to controls: 0 for no effect and ±100 for the full control effect; nearly all actives have a fitted effect of over 55% in size
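Reporter activity after DNA damage by 5-fluorouridine is monitored. Compound-treated cells incubate 16 hr at 37 °C, then ONE-Glo is added for 30 min before luminescence reading.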
RORgamma inh = blocks mouse ROR gamma transcriptional activity | Potency, µM (doses to about 53.6 µM), for inactives: at the highest dose activity change, negative = inhibition, actives largely listed as inhibitors | P51450 | actives 5.4% (n = 310,000) | Drosophila S2 Gal4-RORgamma UAS-luciferase reporter, 20 h; also: potency is read from the fitted curve at half-maximal effect; % is scaled to controls: 0 for no effect and ±100 for the full control effect; nearly all actives have a fitted effect of over 60% in size
Target sequence (P51450 whole entry, looked up, the tested form may be a part): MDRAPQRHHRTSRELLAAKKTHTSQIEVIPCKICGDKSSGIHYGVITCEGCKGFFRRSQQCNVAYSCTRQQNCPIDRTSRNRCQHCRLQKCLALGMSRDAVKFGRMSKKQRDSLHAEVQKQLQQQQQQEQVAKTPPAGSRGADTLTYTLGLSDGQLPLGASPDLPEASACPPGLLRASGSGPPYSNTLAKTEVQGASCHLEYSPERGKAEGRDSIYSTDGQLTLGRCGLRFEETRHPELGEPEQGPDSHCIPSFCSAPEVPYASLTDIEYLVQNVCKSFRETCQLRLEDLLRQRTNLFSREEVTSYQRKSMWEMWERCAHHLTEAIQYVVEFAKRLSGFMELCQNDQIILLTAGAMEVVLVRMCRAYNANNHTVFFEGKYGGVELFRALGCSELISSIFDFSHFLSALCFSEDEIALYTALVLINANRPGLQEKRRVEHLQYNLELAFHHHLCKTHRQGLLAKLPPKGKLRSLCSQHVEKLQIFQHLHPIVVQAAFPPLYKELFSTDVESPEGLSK
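Stable Schneider cell line, Gal4 DNA-binding domain fused to ROR gamma, UAS-luciferase. Cmpd 1 hr RT → CuSO4 700 uM final → 20 hr RT → luciferase reagent 10 min → luminescence.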
BRCA1 expr up = increases BRCA1 expression; MCF7-BRCA1-FFLuc reporter, luminescence, 48 h; response scale: scaled: vehicle 0%, 10 µM genistein 100%; Potency, µM (doses to about 46.1 µM), for the others: at the top dose activation, most hits filed as activators; actives 1.1% (n = 380,000); AID 624202; also: potency is read from the fitted curve at half-maximal effect; nearly all actives have a fitted effect of over 80% in size; some results filed as inactive show a strong effect at the top dose
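MCF7-BRCA1-FFLuc, 2000 cells/well; 2 h attach, 37 °C/5% CO2; compound 48 h; luciferase substrate 15 min; luminescence end-point. Norm. to genistein 10 microM max activation and DMSO; concentration-response curves fitted.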
NPC1 promoter act = activators of NPC1 promoter. Potency, µM (top dose mostly 9.22 µM), inactives show at the top dose activation, most hits filed as activators. actives 2.4% (n = 320,000). Huh7 NPC1 promoter luciferase reporter, 24 h;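 also: potency is read from the fitted curve at half-maximal effect; % of control where 0% means no effect; nearly all actives have a fitted effect of over 60% in size; reporter is driven by a mutant NPC1 promoter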
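Stably transfected Huh7 (NPC1 promoter→luciferase), 1500 cells/well in Opti-MEM + 10% FBS, 2 h settle, then compound 24 h at 37 °C. Luminescence after 10 min with Amplite reagent.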
ELG1 genotox = genotoxicity induction in ELG1-luciferase HEK293T cells; HEK293T ELG1-luciferase reporter, luminescence, 16 h; Potency, µM (top dose mostly 46 µM), without a hit: top-dose activity change, positive = activation, usual class: activators; actives 1.3% (n = 330,000); AID 504466; also: potency is read from the fitted curve at half-maximal effect; % of control where 0% means no effect; nearly all actives have a fitted effect of over 60% in size
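ELG1-luciferase HEK293T cells, 2,000/well; compound pinned in; 16 hr, 37 °C, 5% CO2; ONE-Glo, 30 min RT; luminescence on CCD imager.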
TRPV1 ag = human TRPV1 agonism. Q8NER1. TRPV1-expressing cells, Fluo-8 calcium influx, agonist mode. activation, % at 8.33 µM. actives 0.19% (n = 320,000). AID 540275; in the data active = activation above about 80%; inconclusive = between about 30% and that limit; also: 0% is about no effect
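Cells expressing TRPV1 were dye-loaded with Fluo-8 and read kinetically: 10 s baseline, 3 min after compound (agonist portion), then 2 min after EC20 capsaicin (allosteric enhancer portion). Calcium-bound dye fluorescence at 480/520 nm.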
Rab9 promoter act = Rab9 promoter activation; Huh7 Rab9 promoter-luciferase reporter, luminescence, 24 h; Potency, µM (doses to about 9.22 µM), for the others: top-dose activation, negative = inhibition, most hits filed as activators; actives 2.8% (n = 320,000); also: potency is read from the fitted curve at half-maximal effect; % of control where 0% means no effect; nearly all actives have a fitted effect of over 60% in size
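Huh7 cells stably carrying a Rab9 promoter-luciferase reporter, 1500 cells per well in OP-MEM I with 10% FBS, treated with compound 24 hours at 37C. Luciferase activity read by luminescence after 10 minutes with Amplite reagent.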
* = called active by the depositor; ? = inconclusive; nt = no result given; & = joins results of further samples; [ ] = remark or other dose. Unless noted, calls follow the shape of the dose curve; as a rule, active = well fitted curve in the direction sought with a large enough effect; inconclusive = small, poorly fitted or top-dose-only effect, or another doubt; inactive = no such curve, though single readings can be large; an effect the other way counts as inactive or inconclusive.

1) CC(=O)/C=C(\C)Nc1c(C)n(C)n(-c2ccccc2)c1=O
2) Cc1cc(C)n2nc(SCC(=O)Nc3c(C)nn(-c4ccccc4)c3C)nc2n1
3) COc1ccccc1C(=O)NC(=O)Nc1nc(-c2ccccc2)cc(C(F)(F)F)n1
4) CC(=O)c1ccccc1C(=O)N(C)C1CCCN(Cc2ccccc2F)C1 (centres undefined)
5) COc1ccc(NC(=O)COC(=O)C2CC(=O)N(c3ccc(OC(C)C)cc3)C2)cc1 (centres undefined)
6) CC(C)/C=C/C(=O)N1CCC(N2CCC(C(=O)NCc3ccccn3)CC2)CC1
compound no.	1	2	3	4	5	6
Gal4-VP16 FLuc	-4%	12%	-2%	-3%	2%	-7%
Tb PFK inh	0%	-1%	-4%	-7%	1%	5%
FLuc counter	-1%	-1%	0%	-3%	-11%	-1%
p53 reactivator	0%	-6%	-2%	-24%	2%	-1%
ELG1 DNA repair	-11%	-1%	3%	2%	14%	10%
RORgamma inh	-4%	-2%	-21%	0%	15%	-7%
BRCA1 expr up	0%	19%	-21%	-2%	-1%	0%
NPC1 promoter act	0%	0%	-4%	1%	0%	-15%
ELG1 genotox	-1%	-1%	-1%	0%	-3%	0%
TRPV1 ag	1	-4	6	0	3	-8
Rab9 promoter act	-3%	-2%	-5%	0%	3%	-2%

7) CC(C)c1ccc(NC(=O)NC2CCN(CC(=O)Nc3cccc4ccccc34)CC2)cc1
8) COC(=O)C(C(=O)Nc1ncccn1)C1CCCCCC1 (centres undefined)
9) C=Cn1cc[n+](CC(=O)c2ccc(Cl)c(Cl)c2)c1
10) O=C(CSc1nc2ccccc2c(=O)n1CC1CCCO1)NCc1ccc2c(c1)OCO2 (centres undefined)
11) COc1ccccc1CNC(=O)COc1cccc(-n2cnnn2)c1
12) CC(C)Sc1nnc(SCC(=O)N(C)C2CCS(=O)(=O)C2)s1 (centres undefined)
compound no.	7	8	9	10	11	12
Gal4-VP16 FLuc	?	6%	13%	8%	nt	nt
Tb PFK inh	-1%	-2%	7%	0%	-3%	0%
FLuc counter	-14%	6%[2.3 µM]	4%	-1%	1%	0%
p53 reactivator	-2%	1%	nt	-1%	6%	-2%
ELG1 DNA repair	0%	13%	-17%	?	12%	18%
RORgamma inh	1%	2%	-20%[1.91 µM]	-7%	nt	nt
BRCA1 expr up	-47%	8%	-11%	-27%	-6%	0%
NPC1 promoter act	-4%	-3%	2%	2%	-8%	1%
ELG1 genotox	-9%	0%	-6%	-6%	4%	0%
TRPV1 ag	1	0	-7	23	5	-3
Rab9 promoter act	3%	3%	4%	-38%[inhibitor]	-7%	-1%

13) O=C(CCNC(=O)N1CC(=O)Nc2ccccc21)NCc1cccc(Cl)c1
14) COc1ccc(-c2nnc(C3CCN(S(=O)(=O)c4ccccc4)CC3)o2)cc1
15) Cc1ccc(N(C(=O)c2cccs2)C2C=CS(=O)(=O)C2)cc1 (centres undefined)
16) CC(C)CCOc1ccc(C(=O)N2CCN(c3ncccn3)CC2)cc1
17) O=C(Nc1ccccc1C(=O)NCc1ccco1)Nc1cccc2ccccc12
18) CCN(CC)C(=O)CP(=O)(c1ccccc1)c1ccccc1
compound no.	13	14	15	16	17	18
Gal4-VP16 FLuc	-3%	-2%	-8%	-5%	5%	0%
Tb PFK inh	-8%	0%	1%	-4%	-1%	-11%
FLuc counter	2%	-3%	7%	2%	-20%	8%
p53 reactivator	8%	9%	1%	-4%	2%	2%
ELG1 DNA repair	8%	-12%	-3%	-16%	5%	-1%
RORgamma inh	-14%	?	12%	-10%	36%	2%
BRCA1 expr up	0%	-16%	-13%	7%	-62%	-18%
NPC1 promoter act	0%	2%	-2%	1%	-5%	3%
ELG1 genotox	-1%	1%	10%	-3%	-4%	0%
TRPV1 ag	2	4	-2	4	-1	1
Rab9 promoter act	11%	0%	6%	-4%	-4%	0%

Ordered by value in NPC1 promoter act (largest number first): three from the list above
cpd | SMILES | Tb PFK inh | p53 reactivator | RORgamma inh | BRCA1 expr up | NPC1 promoter act | TRPV1 ag | Rab9 promoter act
14 | COc1ccc(-c2nnc(C3CCN(S(=O)(=O)c4ccccc4)CC3)o2)cc1 | 0% | 9% | ? | -16% | 2% | 4 | 0%
16 | CC(C)CCOc1ccc(C(=O)N2CCN(c3ncccn3)CC2)cc1 | -4% | -4% | -10% | 7% | 1% | 4 | -4%
13 | O=C(CCNC(=O)N1CC(=O)Nc2ccccc21)NCc1cccc(Cl)c1 | -8% | 8% | -14% | 0% | 0% | 2 | 11%

Continued:
19) C[C@@H]1C=C[C@](Cc2ccccc2)(C(=O)NCC2CC2)N1C(=O)c1ccccc1
20) Cc1ccc(NCc2nnc3n2CCCCC3)c(C)c1
21) CCN(CC)CC#CCC(O)(c1ccccc1)c1ccc(Br)cc1 (centres undefined)
22) CCOC(=O)c1nnc2c(Br)c(-c3ccccc3)nn2c1C
23) CS(=O)(=O)C1=NN2C(=N)/C(=C\c3ccc(OCCOc4ccccc4)cc3)C(=O)N=C2S1
24) Cc1ccc(CNS(=O)(=O)c2ccc(C)s2)cc1
compound no.	19	20	21	22	23	24
Gal4-VP16 FLuc	?	2%	-3%	5%	-2%	-18%
Tb PFK inh	-1%	1%	-1%	-2%	1%	-1%
FLuc counter	?	5%	-2%	3%	6%	-2%
p53 reactivator	?	2%	-1%	-5%	7%	9%
ELG1 DNA repair	?	-6%	-16%	?	16%	15%
RORgamma inh	-3%&29%	6%	-22%	3%	20%	25%
BRCA1 expr up	?	-1%	-1%	21%	?	0%
NPC1 promoter act	7%	1%	-1%	-1%	-6%	11%
ELG1 genotox	10%	1%	-5%	-7%	0%	0%
TRPV1 ag	-2	0	5	10	1	-3
Rab9 promoter act	20%	-2%	-8%	-1%	-2%	-9%

Another view of part of the listing above.
Each structure is followed by: Gal4-VP16 FLuc	Tb PFK inh	FLuc counter	p53 reactivator	ELG1 DNA repair	RORgamma inh	BRCA1 expr up	NPC1 promoter act	ELG1 genotox	TRPV1 ag	Rab9 promoter act
19. C[C@@H]1C=C[C@](Cc2ccccc2)(C(=O)NCC2CC2)N1C(=O)c1ccccc1
  ?	-1%	?	?	?	-3%&29%	?	7%	10%	-2	20%
20. Cc1ccc(NCc2nnc3n2CCCCC3)c(C)c1
  2%	1%	5%	2%	-6%	6%	-1%	1%	1%	0	-2%

Carrying on.
25) CC(C)(C)c1cc(CCC(=O)NNC(=O)c2ccco2)cc(C(C)(C)C)c1O
26) O=C(CN1CCN(S(=O)(=O)c2ccc(Br)cc2)CC1)Nc1ccccc1C(=O)c1ccccc1
27) CC(=O)Nc1ccc(SCCC2CCCCN2C)cc1 (centres undefined)
28) CN(CC(=O)NCCc1ccccc1)CC(=O)Nc1cccc(F)c1
29) CC(=O)Nc1cc(NC(C)=O)ncn1
30) O=C(Nc1ccc(N2C(=O)c3cccc4cccc(c34)C2=O)cc1)c1ccc(N2CCCCC2)c([N+](=O)[O-])c1
compound no.	25	26	27	28	29	30
Gal4-VP16 FLuc	2%	-7%	3%	nt	8%	-7%
Tb PFK inh	0%	-2%	-7%	-2%	-7%	0%
FLuc counter	1%	-4%	-2%	nt	3%	1%
p53 reactivator	-7%	-7%	6%	-2%	4%	-4%
ELG1 DNA repair	2%	?	14%	12%	0%	?
RORgamma inh	18%	14%	17%	nt	-8%	17%
BRCA1 expr up	-19%	-50%	-14%	-2%	-39%	-1%
NPC1 promoter act	1%	-1%	10%	nt	0%	-3%
ELG1 genotox	0%	-1%	2%	-1%	-1%	1%
TRPV1 ag	-8	6	1	nt	-2	-5
Rab9 promoter act	-2%	-4%	-1%	nt	-9%	-4%

31) O=C(/C=C/c1c(F)cccc1Cl)N1CCOCC1
32) c1nc(Nc2ccc(N3CCOCC3)cc2)c2ccsc2n1
33) CCOC(=O)C1=C(N)Oc2ccc3ccccc3c2C1c1ccc(O)cc1 (centres undefined)
34) CCOC(=O)C1CCCN(C(=O)c2cc(-c3ccncc3)nc3ccccc23)C1 (centres undefined)
compound no.	31	32	33	34
Gal4-VP16 FLuc	21%	?	-4%	nt
Tb PFK inh	-21%	-14%	3%	-5%
FLuc counter	?	17µM*	-1%	-7%
p53 reactivator	16%	7%	-25%	-9%
ELG1 DNA repair	?	?	-9%	1%
RORgamma inh	0%	21%	44%	nt
BRCA1 expr up	10µM*	?	-6%	-8%
NPC1 promoter act	28%	3.2µM*	0%	-2%
ELG1 genotox	?	16%	2%	-3%
TRPV1 ag	14	2	?	0
Rab9 promoter act	?	?	-1%	-4%
